Compound activity deposited in PubChem BioAssay by National Center for Advancing Translational Sciences (NCATS).
HepG2 tox: HepG2 cytotoxicity, counter-screen for TGF-b inhibitors. HepG2 CAGA-GFP viability, ATP luminescence, 18 h. Potency, µM (top dose mostly 46.1 µM), for inactives: top-dose activity change, negative = cytotoxicity, actives largely listed as cytotoxic. 410,000 compounds, 0.76% hits; note: potency is the fitted concentration of half-maximal effect; some results filed as inactive show a strong effect at the top dose
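CellTiter-Glo luminescence gave cytotoxicity after 18 hours at 37 degrees C. The cells were HepG2 CAGA-GFP in 1% FBS DMEM, stimulated with 500 pg/mL TGF-beta after compound addition. %Activity was normalised to no-cell wells (complete cell-killing) and DMSO (no toxicity), and curves were fitted and classified.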
Akt phos inh: inhibitors of Akt phosphorylation; Neuro2A IGF-stimulated pAkt S473 HTRF, 20 min; active compounds read low; activity change, % for hits at 50 µM; 360,000 compounds, 0.32% hits; AID 651550; in the data active = activity change below about -80%; inconclusive = mostly about -51% to -80%; note: % is set by controls: 0 for no effect and ±100 for the full control effect
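Neuro2A cells (4,500/well, DMEM with 0.5% FBS) were treated with compound at a single 50 µM final concentration, stimulated with 6 nM IGF for 20 min at 37 °C, and lysed. Phospho-Akt Ser473 was read by HTRF as 665/615 ratio ×10^4.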
Abeta yeast res: compounds reversing amyloid beta toxicity in yeast. Potency, µM (titrated, usually from 46.1 µM), without a hit: at the highest dose growth rescue, usual class: activators. yeast expressing A-beta42, growth rescue, OD600, 48 h; response scale: 0% DMSO, 100% iron-clioquinol control. AID 1347071. 410,000 compounds, 0.063% hits; note: potency is the fitted concentration of half-maximal effect; nearly all actives have a fitted effect of over 55% in size
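Yeast growth medium received pinned compounds, then yeast cells expressing toxic A-beta were added; plates incubated at 30 C for 48 hr. Growth read as absorbance at 600 nm, normalized to DMSO and equimolar FeCl3 plus clioquinol controls.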
Nrf2 block: inhibitors of Nrf2 signaling; A549 ARE-Fluc reporter, luciferase luminescence, 18-24 h; Potency, µM (highest dose often 46 µM), without a hit: at the top dose activity change, negative = inhibition, hits mostly inhibitors; 360,000 compounds, 2.1% hits; note: potency is the fitted concentration of half-maximal effect; % is set by controls: 0 for no effect and ±100 for the full control effect; nearly all actives have a fitted effect of over 60% in size
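Reporter: ARE-Fluc in A549. Exposure: 18-24 h, 37 °C, 5% CO2, 5% FBS OPTI-MEM. Readouts: fluorescent cytotoxicity (CellTiter-Fluor), then luminescent Nrf2 signal after BugLite.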
Mm-Cpn inhibitor: inhibitors of Methanococcus maripaludis chaperonin (MmCpn); purified Mm-Cpn ATPase, ADP Transcreener TR-FRET; Potency, µM (titrated, usually from 76.9 µM), without a hit: at the top dose activity, negative = inhibition, actives largely listed as inhibitors; 330,000 compounds, 0.031% hits; AID 504842; note: potency is the fitted concentration of half-maximal effect; % is set by controls: 0 for no effect and ±100 for the full control effect; nearly all actives have a fitted effect of over 80% in size
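25 nM Mm-CPN + cpd, 10 min 37°C; + 10 uM ATP, 30 min 37°C; buffer 30 mM Tris pH 7.4, 100 mM KCl, 5 mM MgCl2, 1 mM DTT; Transcreener ADP HTRF detection 30 min RT.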
Nrf2 ARE act: Nrf2 pathway activation | Potency, µM (top dose mostly 46.1 µM), for inactives: top-dose activation, hits mostly activators | 410,000 compounds, 0.31% hits | AREc32 ARE-luciferase reporter (MCF7-derived line), luminescence, 24 h; note: potency is the fitted concentration of half-maximal effect; % of control where 0% means no effect; nearly all actives have a fitted effect of over 65% in size
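Luciferase luminescence (Steady-Glo, 30 min at room temperature) served as the read-out of ARE activation in AREc32 cells treated with compounds for 24 hr at 37 deg C.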
TGFb SMAD3 inh: TGF-b pathway inhibition. HepG2 CAGA-GFP TGF-b/SMAD3 reporter, GFP fluorescence, 18 h; TGF-beta stimulated, 500 pg/mL final. Potency, µM (highest dose often 46.1 µM), for the others: at the top dose activity, negative = inhibition, usual class: inhibitors. 410,000 compounds, 1.2% hits; note: potency is the fitted concentration of half-maximal effect; % is set by controls: 0 for no effect and ±100 for the full control effect; nearly all actives have a fitted effect of over 65% in size
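Read-out: total well GFP (ex488/em500-530) summed from mean per-cell fluorescence. Cells: HEPG2 CAGA-GFP, 1% FBS DMEM, 18 h at 37 degrees C with 500 pg/mL final TGF-beta. Unstimulated wells served as the full-inhibition control; stimulated DMSO wells = 0%.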
CCT modulator: cytosolic chaperonin activity modulation. purified chaperonin ATPase assay, HTRF ADP detection, 30 min. activity change, % (test concentration not listed), hits read low. 360,000 compounds, 0.3% hits; in the data active = activity change below about -30%; note: % is set by controls: 0 for no effect and ±100 for the full control effect
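TRiC at 40 or 20 nM final (batch-dependent) in 30 mM Tris pH 7.4, 100 mM KCl, 5 mM MgCl2, 1 mM DTT, with compound at single 76 uM and 10 uM ATP, 30 min at 37 deg C. ADP detected by HTRF Transcreener, 665/615 ratio.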
A549 viability: counter-screen for Nrf2 inhibitors: cytotoxicity in A549 cells | A549 ARE-Fluc cells, CellTiter-Fluor viability, 18-24 h | Potency, µM (top dose mostly 46 µM), for the others: at the highest dose activity change, negative = cytotoxicity, actives largely listed as inhibitors | 390,000 compounds, 0.16% hits; note: potency is the fitted concentration of half-maximal effect; % is set by controls: 0 for no effect and ±100 for the full control effect
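A549 ARE_Fluc cells in 5% FBS OPTI-MEM were exposed to compounds in concentration-response for 18-24 h at 37 deg C. Viability was read by CellTiter-Fluor fluorescence (Ex 405/Em 525) after 30 min, before the luciferase read.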
* = called active by the depositor; i = inactive; ? = inconclusive; . = not tested or not shown; & = joins results of further samples; [ ] = remark or other dose. Unless noted, calls come from the whole dose curve; as a rule, active = well fitted curve in the direction sought with a large enough effect; inconclusive = small, poorly fitted or top-dose-only effect, or another doubt; inactive = no such curve, though single readings can be large; an effect the other way counts as inactive or inconclusive.

SMILES	HepG2 tox	Akt phos inh	Abeta yeast res	Nrf2 block	Mm-Cpn inhibitor	Nrf2 ARE act	TGFb SMAD3 inh	CCT modulator	A549 viability
C/C(=N/Oc1nc(C)cc(C)n1)c1ccc(Br)cc1	4%	i	8%[9.22 µM]	.	1%	-0.1%	-23%	-2.0	-7%
CN(C(=O)COC(=O)c1cn(-c2ccccc2)nc1-c1ccccc1)C1CCS(=O)(=O)C1 (stereo unspecified)	6%	i	-2%	-17%	0%	0.1%	-3%	-0.1	-6%
Cc1ccc(NC(=O)C2CCCN(c3cnccn3)C2)c(C)c1 (stereo unspecified)	1%&-17%	i	1%&16%	15%&12%	-1%	-0.1%&0.9%	10%&0%	1.7	-7%&1%
COc1ccccc1CNC(=O)c1cc(C(C)C)nc2ccccc12	8%	i	-11%	-2%	-2%	0.3%	15%	-0.5	-5%
COc1ccccc1OCC(=O)NC1CCSc2ccccc21 (stereo unspecified)	-9%	i	0%	8%	1%	-0.7%	-22%	-0.5	2%
CC(=O)c1ccc(NC(=O)N2CCCC(C(=O)c3ccc4c(c3)OCO4)C2)cc1 (stereo unspecified)	-7%	i	-2%	?	0%	0.5%	5%	1.3	-19%
CCCC(=O)Nc1c2c(nn1-c1ccc([N+](=O)[O-])cc1)CS(=O)(=O)C2	-12%	i	-5%	-10%	0%	-0.7%	3%	-0.2	-1%
CCNC(=O)C1(C)CCCN(C(=O)c2ccccc2Br)C1 (stereo unspecified)	2%	i	-1%	.	.	-0.1%[9.22 µM]	5%	-1.3	.
Cc1csc(CNc2ncnc3ccc(-c4ccc5c(c4)OCCO5)cc23)c1	-10%	.	0%	-7%	-3%&-6%	1.9%	?	.	3%
COCCCN(CC(=O)Nc1ccc(N2CCOCC2)cc1)S(=O)(=O)c1ccccc1	14%	i	7%	-7%	1%	-0.7%	-5%	-14	6%
OC(C1=CC(=Cc2ccncc2)c2ccccc21)c1ccncc1 (stereo unspecified)	-4%	i	?	21µM*	.	?	-5%	-0.9	-21%
CC(=O)N1CCN(S(=O)(=O)c2cccc(C(=O)NCc3ccc(F)cc3)c2)CC1	6%	i	9%	?	3%	0.2%	18%	-1.5	0%
CC(C)(C)OC(=O)N1CCC(c2c(C(=O)NCc3ccccn3)cnn2-c2ccccc2Cl)CC1	-14%	.	-6%	-18%	.	0.5%	0%	.	2%
CCC/C=C1/CCCOC(C(=O)NCCOC)(C(F)(F)F)C1 (stereo unspecified)	-8%	.	.	-5%	.	.	-7%	.	1%
O=C(c1ccccc1)N1CCc2cc(CNS(=O)(=O)c3ccc(Cl)s3)ccc21	-60%	.	6%	.	.	0.4%	-23%	.	-10%
CCCC(=O)Nc1nc(C)c(-c2csc(Nc3ccc(Cl)cc3)n2)s1	-9%	i	26%	7.3µM*	-11%	9.1%	-11%	-1.4	?
COc1ccccc1N1CCN(C(=O)Cc2cccs2)CC1	8%	i	15%	?	0%	-0.4%	-3%	-2.0	-7%
COc1ccc(CC(=O)NC(C)c2nnc(SCCOc3ccc(OC)cc3)n2C)cc1 (stereo unspecified)	-8%	i	6%	-22%	1%	-0.7%	1%	-0.1	4%
O=C(c1cncc(Br)c1)N1CCCc2ccccc21	9%	i	8%	0%	3%	-0.4%	1%	3.4	-4%
Cc1c2cnn(CC(=O)NCCCN3CC(C)CC(C)C3)c(=O)c2c(C)n1Cc1ccccc1Cl (stereo unspecified)	-16%	i	6%	-7%	-1%	3.4%	-19%	-3.0	-11%
CCC(C)N1CNc2c(c(=O)[nH]c(=S)n2-c2cccc(C)c2)C1 (stereo unspecified)	-14%	i	?	-18%	-4%	-0.6%	1%	-3.4	17%
CCN(CC)S(=O)(=O)c1cc(NS(=O)(=O)c2c(Cl)cccc2Cl)ccc1C	-16%	i	2%	?	-1%	0.1%	2%	1.7	-20%
Cc1cc(C)n(CC(=O)NNC(=O)c2ccc(S(C)(=O)=O)cc2)n1	1%	i	-2%	-2%	0%	-0.2%	-18%	0.2	-2%
Cn1c(N)c(C(=O)c2ccc(Cl)c(S(=O)(=O)N3CCCCCC3)c2)c(=O)n(C)c1=O	-29%	i	-11%	-25%	3%	-0.2%	-4%	-1.1	-10%
Cc1ccc(CNC(=O)CSc2nc3ccsc3c(=O)n2-c2ccc(Br)cc2)cc1	-10%	.	-10%	.	.	-0.3%	?	.	-9%

3 compounds already listed, sorted by the number in Mm-Cpn inhibitor, largest number first.
| canonical_smiles | Mm-Cpn inhibitor |
| --- | --- |
| O=C(c1cncc(Br)c1)N1CCCc2ccccc21 | 3% |
| COc1ccc(CC(=O)NC(C)c2nnc(SCCOc3ccc(OC)cc3)n2C)cc1 (stereo unspecified) | 1% |
| CN(C(=O)COC(=O)c1cn(-c2ccccc2)nc1-c1ccccc1)C1CCS(=O)(=O)C1 (stereo unspecified) | 0% |

Later entries:
SMILES	HepG2 tox	Akt phos inh	Abeta yeast res	Nrf2 block	Mm-Cpn inhibitor	Nrf2 ARE act	TGFb SMAD3 inh	CCT modulator	A549 viability
O=C(/C=C/c1cccc(F)c1)NC1CCN(Cc2ccccc2)CC1	-20%	i	-6%	-16%	1%	0.2%	?	-2.6	1%
COc1ccccc1NC(=O)CN1CC(=O)Nc2ccccc21	5%	i	-8%	4%	-1%	-0.1%	5%	-0.7	7%
CCOC(CCc1c(C)nc(NC(C)=O)[nH]c1=O)OCC	-19%	i	12%	-1%	2%	-0.2%	0%	-2.7	-6%
CCCc1cc(=O)[nH]c2nnc(SCC(=O)Nc3cccc(C)c3)n12	-2%	.	-2%	.	.	-0.1%	-14%	.	-4%
Cc1cccc(C)c1NC(=O)CSc1nnc(Cn2nnc(-c3ccccc3)n2)n1-c1ccccc1	2%	i	22%	?	4%	-0.1%	-7%	-7.3	-3%
Cn1c(Cc2ccccc2)nnc1SCC(=O)Nc1ccc2c(c1)OCCO2	-22%	i	-16%	.	-1%	-0.6%	-17%	-2.6	13%
CNC(=S)N/N=C(\C)c1cccc([N+](=O)[O-])c1	-3%	i	23%	-6%	-10%	3.1%	-7%	-1.2	4%
CC(C)OC(=O)C1C(=O)CC(C)(O)C(C(=O)OC(C)C)C1c1ccccc1 (stereo unspecified)	-18%	i	12%	?	0%	3.1%	2%	-5.5	-1%
CCC(=O)Nc1ccc2c(c1)C(=O)N(C1CCCCC1)C2=O	6%	i	-26%	-1%	-6%	-1.0%	13%	-1.2	-1%[1.84 µM]
CCCCC(=O)NS(=O)(=O)c1ccc(N=NN(CC)CC)cc1	-12%	i	-7%	17%	2%	0.1%	0%	1.0	0%
CC1=NN(C(=O)Cc2ccc(C)cc2)C(O)(c2cccnc2)C1 (stereo unspecified)	4%	i	5%	16%	1%	0.1%	0%	0.3	-1%
CCc1cc(=O)oc2cc(C)c(CN3CCCCC3)c(O)c12	-16%	i	-12%	-14%	0%	0.1%	?	0.0	0%
COc1ccc(OCCOC(=O)c2cc(S(=O)(=O)N3CCOCC3)c(Cl)cc2Cl)cc1	-14%	i	-4%	-2%	-2%	2.7%	-11%	-4.4	3%
CCOc1ccc2nc(SCC(=O)NC3CCS(=O)(=O)C3)[nH]c2c1 (stereo unspecified)	4%	i	16%	21%	0%	-0.1%	7%	-2.6	-2%
CC(C)Cc1nn2c(=O)cc(COC(=O)c3ccccc3NC(=O)c3cccs3)nc2s1	6%	.	-20%	.	.	-0.7%	11%	.	5%
COc1ccc(-c2ccc([C@H]3[C@H]4C=CC[C@@H](C)[C@@H]4C(=O)N3Cc3ccccc3)c(F)c2)cc1C	-8%	i	9%	-3%	-3%	-0.1%	-5%	-1.5	-4%
c1ccc(NCn2cncn2)nc1	-1%	i	-16%	5%	-1%	0.1%	3%	-2.4	6%
COc1ccc(Cn2ccc3nc(C)c(C(=O)N4CCN(c5cc(C)ccc5C)CC4)cc3c2=O)cc1	-20%	.	-22%	-13%	.	3.1%	16µM*	.	-23%
CN(C)c1ccc(C2C3C(=O)N(c4ccc(C(=O)O)cc4)C(=O)C3ON2c2ccccc2)cc1 (stereo unspecified)	1%	i	-3%	-1%	2%	-0.5%	-1%	0.8	-2%
Cn1c(=O)c2c(-c3ccc(Cl)cc3)ccnc2n(C)c1=O	-8%	.	-25%	-3%	.	0.4%	10%	.	4%
Cc1ccc(CN2C(=O)C(CC(C)C)Nc3ncnc(N4CCCCC4)c32)cc1 (stereo unspecified)	-32%	i	?	.	.	5.9%	?	-0.4	.
Fc1ccc(N2CCN(Cc3nnc(-c4ccccc4Cl)o3)CC2)cc1	-10%	.	22%	5%	.	0.5%	-1%	.	3%
CN(C(=O)c1cccc(NC(=O)Cc2cccc(NC(=O)C3CCN(C(=O)C4CC4)CC3)c2)c1)C1CCC1	3%	i	-16%	4%	.	0.3%	-1%	1.1	0%
O=c1c2c(n3cnnc3n1-c1ccccc1)-c1ccccc1CC21CCCC1	-92%	i	-4%	-9%	3%	-0.2%	-11%	-0.5	2%
c1ccc2c(c1)CCCN2Cc1nnc2n1CCCCC2	4%	.	8%	2%	-1%	0.0%	-3%	0.0	-5%
COc1ccc(C(=O)c2ccc(OC)cc2O)c(O)c1	-21%	i	13%	?	-10%	0.5%	-7%	-0.1	-5%
CCC(C)Sc1cccc(-c2nc3ccc(C)cn3c2NCc2ccccc2)c1 (stereo unspecified)	11µM*	i	-76%&-37%[inhibitor]	?	-5%	-2.4%&0.6%	10µM*	0.4&0.5	?
Cc1cc(=O)[nH]c2nnc(SCC(=O)NC(C)(C)C)n12	-9%	.	-6%	.	.	-0.1%	-3%	.	-2%
